Compound activity from PubChem BioAssay.
CRFR2-BP antag – antagonists of CRF-binding protein/CRF-R2 receptor complex. inhibition, % at 11.8 µM. HEK293 CRF-R2/CRF-BP, CRF-induced calcium fluorescence. AID 588475. hit rate 0.59% among 350,000;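 active means inhibition of the ligand-induced calcium signal above about 50% at the single tested concentration, limit read from the data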
M4 ag – agonists of human muscarinic M4 receptor (CHRM4); P08173; CHO-K1 hM4/Gqi5, Fluo-8 calcium fluorescence; vehicle 0%, full acetylcholine response 100%; activation, % at 3 µM; hit rate 0.14% among 360,000;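 active means activation above the run mean over all test wells plus 3 SD, cut at about 32% in these data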;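 further: peak over basal fluorescence ratio per well then scaled between controls; 0% = DMSO wells and 100% = acetylcholine at EC100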
M4 antag – CHRM4 antagonism in calcium assay | P08173 | CHO-hM4 cells, ACh EC80, Fluo-8 calcium fluorescence | inhibition, % at 3 µM | AID 624125 | hit rate 0.73% among 360,000;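 active means inhibition above its plate's cutoff, the mean inhibition of sample wells plus 3 SD, cut at about 27% in these data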;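 further: 0% = acetylcholine EC80 with DMSO and 100% = DMSO without agonist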
M5 ag – agonists of human muscarinic M5 receptor (CHRM5) | CHO-K1 hM5 cells, Fluo-8 calcium fluorescence; 0% DMSO wells, 100% maximal acetylcholine response | activation, % at 3 µM | hit rate 0.19% among 360,000 | AID 624037;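 active means activation above the run's mean over test compounds plus 3 SD, cut at about 23% in these data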;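 further: signal is peak over basal fluorescence ratio across the kinetic read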
CRFR2-BP ag – agonists of human CRF-binding protein/CRF-R2 receptor complex. hit rate 0.46% among 350,000. activation, % at 13.2 µM. AID 588473. HEK293 CRF-R2/CRF-BP, calcium dye fluorescence (FLIPR); percent of saturating CRF peptide response;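 active means activation of at least 50%, plus an integration ratio under a set limit after plate pattern correction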;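 further: plate controls were neutral control wells without compound for no effect and CRF at EC100 for full effect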
CHRM5 antagonist – CHRM5 antagonism in calcium assay; CHO-hM5 cells, Fluo-8 calcium fluorescence, ACh EC80; hit rate 0.59% among 360,000; AID 624040; inhibition, % at 3 µM; P08912;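 active means inhibition above a per-plate cutoff, the mean of that plate's test compounds plus 3 SD, cut at about 27% in these data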;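 further: 0% = acetylcholine EC80 with DMSO and 100% = DMSO without agonist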
M4 PAM – positive allosteric modulators of human muscarinic M4 receptor; P08173; CHO-K1 hM4/Gqi5, Fluo-8 calcium fluorescence, ACh EC20; 0% = ACh EC20, 100% = maximal ACh; activation, % at 3 µM; hit rate 0.4% among 360,000; AID 624126;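 active means activation above its plate's cutoff, the mean activation of sample wells plus 3 SD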; further: some results filed as inactive read as strong as hits
M5 PAM – potentiates acetylcholine response at human M5 receptor; P08912; AID 624038; hit rate 0.3% among 360,000; activation, % at 3 µM; CHO-K1 hM5, Fluo-8 calcium, ACh EC20 PAM; 0% = ACh EC20, 100% = ACh EC100;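 active means activation above the run cutoff, the mean activation of all test compounds plus 3 SD, cut at about 18% in these data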
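system = human M5 receptor in CHO-K1 cells | reagent = EC20 acetylcholine as agonist stimulus | compound dosing = single-point, 3 µM nominal | incubation = Fluo-8 loading 80 min at 37 °C plus 30 min room temperature | detection = Fluo-8 calcium dye fluorescence, kinetic read | benchmarks = low control EC20 acetylcholine (0%), high control EC100 acetylcholine (100%)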
IDE inh – inhibits human insulin-degrading enzyme in HEK cells. P14735. FAbetaB cleavage, fluorescence polarization. inhibition, % at 5.59 µM. hit rate 0.41% among 320,000;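 active means percent inhibition above the average of all tested compounds plus 3 SD, set per screening campaign, cut at about 16% in these data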;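 further: IDE supplied by intact live HEK cells; FP after avidin binding of uncleaved biotin substrate so inhibition keeps polarization high; 0% = DMSO wells and 100% = 60 µM reference IDE inhibitor Ii1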
Target sequence (P14735 whole entry, looked up): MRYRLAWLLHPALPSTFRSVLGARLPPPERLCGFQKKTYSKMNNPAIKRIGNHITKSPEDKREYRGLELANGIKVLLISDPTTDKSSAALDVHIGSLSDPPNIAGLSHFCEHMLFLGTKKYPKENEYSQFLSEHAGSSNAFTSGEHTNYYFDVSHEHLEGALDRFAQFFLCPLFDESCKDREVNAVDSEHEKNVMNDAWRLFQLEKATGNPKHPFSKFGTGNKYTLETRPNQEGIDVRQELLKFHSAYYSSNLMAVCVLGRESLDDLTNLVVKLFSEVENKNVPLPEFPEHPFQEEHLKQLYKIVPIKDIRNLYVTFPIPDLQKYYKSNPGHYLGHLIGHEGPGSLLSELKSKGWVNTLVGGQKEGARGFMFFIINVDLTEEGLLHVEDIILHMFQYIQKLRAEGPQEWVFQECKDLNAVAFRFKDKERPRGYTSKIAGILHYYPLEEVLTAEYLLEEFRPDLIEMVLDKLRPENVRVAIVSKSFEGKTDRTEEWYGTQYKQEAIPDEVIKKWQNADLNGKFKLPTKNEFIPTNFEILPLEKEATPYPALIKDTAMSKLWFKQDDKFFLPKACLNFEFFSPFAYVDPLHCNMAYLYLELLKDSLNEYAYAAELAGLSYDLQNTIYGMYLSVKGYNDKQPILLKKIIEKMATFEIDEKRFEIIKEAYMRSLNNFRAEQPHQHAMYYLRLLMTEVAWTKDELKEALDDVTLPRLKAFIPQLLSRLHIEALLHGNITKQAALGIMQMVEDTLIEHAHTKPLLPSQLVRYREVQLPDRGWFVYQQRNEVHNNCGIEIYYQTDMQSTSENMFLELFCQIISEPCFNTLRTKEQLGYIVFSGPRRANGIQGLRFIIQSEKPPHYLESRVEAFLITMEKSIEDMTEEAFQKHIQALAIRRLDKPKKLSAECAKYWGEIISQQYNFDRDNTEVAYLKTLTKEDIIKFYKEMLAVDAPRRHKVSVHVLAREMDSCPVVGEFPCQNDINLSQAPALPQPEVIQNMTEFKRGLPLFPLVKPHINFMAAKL
Numbers without * were called inactive; . = no result given.

SMILES	CRFR2-BP antag	M4 ag	M4 antag	M5 ag	CRFR2-BP ag	CHRM5 antagonist	M4 PAM	M5 PAM	IDE inh
Clc1cccc(-c2ccc(C=Nc3ccc(N4CCOCC4)cc3)o2)c1Cl	4	2	-19	-3	1.3	2	3	8	.
C(=N\NC1=Nc2cccc3cccc1c23)/c1ccccc1	-74	1	-3	-3	3.7	8	5	-2	9
O=C(CSc1n[nH]c(-c2ccncc2)n1)Nc1ccc(Cl)c(Cl)c1	-1	29	1	13	0.8	14	-4	-6	11
COc1ccc(C(=O)N2CCC(C(=O)O)CC2)cc1	23	1	5	-1	-1.4	2	-9	2	6
COc1ccccc1S(=O)(=O)Cc1ccc(C(=O)NCCN2CCCC2)o1	23	0	12	-4	-0.6	8	-13	-8	-1
O=C(CN(c1ccc(F)cc1)S(=O)(=O)c1ccccc1)NCc1ccco1	17	8	2	-2	3.0	0	-5	-7	2
Cc1oc2c(c(C)cc3oc(=O)c(CC(=O)NCCCN4CCCC4=O)c(C)c32)c1C	6	1	-2	0	-0.2	4	11	4	6
Cc1ccc(S(=O)(=O)NC(C)C(c2cccs2)N2CCOCC2)cc1 (stereo not given)	-22	0	8	-2	21	2	1	-3	2
CC1CCN(CC(=O)Nc2ccccc2C#N)CC1	-19	0	-13	-2	2.5	-9	8	-1	-2
O=C(O/N=C/c1ccc2c(c1)OCO2)c1ccc([N+](=O)[O-])cc1	-1	4	-5	0	-1.6	2	11	7	0
CCN(CC(O)CON=C1c2ccccc2-c2ccccc21)S(=O)(=O)c1ccc(C)cc1 (stereo not given)	-23	1	9	-1	0.8	-3	-19	-3	5
COCCNC(=O)CCC1CCN(Cc2cccc(Oc3ccccc3)c2)CC1	4	1	22	-20	-0.2	17	-15	-5	2
Oc1ccc(-c2[nH]ncc2-c2cnn(-c3ccccc3)c2)c(O)c1	-7	1	0	-3	-0.3	12	1	3	1
Cc1c(NC(=O)Nc2ccccc2[N+](=O)[O-])c(=O)n(-c2ccccc2)n1C	-11	1	1	-5	-0.7	4	-5	-1	-6
COc1ccc(NC(=O)Nc2ccc3c(c2)C(=O)N([C@H](C)CO)C[C@H](C)[C@@H](CN(C)C(=O)NC(C)C)O3)cc1	2	0	11	0	-2.1	11	10	1	0
CCCOc1ccc(C(=O)Nc2ccc(CN3CCOCC3)cc2)cc1	-7	6	6	-7	6.2	-5	-5	-1	0
COC(=O)C(NC(=O)C(C)NC(=O)OCc1ccccc1)C(C)C (stereo not given)	-5	1	1	6	-1.2	-3	-6	8	7
Cc1ccc(-c2nnc(SCC(=O)N/N=C/c3ccccc3C(=O)O)n2-c2ccc(C)cc2)cc1	18	0	12	-3	-1.5	8	4	1	9
O=C(NCCCN1CCN(c2cccc(Cl)c2)CC1)C1(S(=O)(=O)c2ccc(Cl)cc2)CC1	2	9	-2	1	-0.1	9	-10	-11	7
CC1=CC(=C(C#N)C#N)C=C(C)N1Cc1ccc(Cl)cc1	22	22	0	0	0.3	10	-14	-19	-1
COc1cc(CC(=O)OCC(=O)Nc2ccc3c(c2)OCO3)cc(OC)c1OC	6	3	5	7	-3.3	4	0	5	-8
OCCC1CN(Cc2cn[nH]c2C2CCCCC2)CCN1C1CCCC1 (stereo not given)	-28	0	-11	-6	-0.8	8	-3	1	-2
COCCSc1ccccc1C(=O)N1CCN(c2ccccc2)CC1	-4	0	-9	-1	-0.8	-7	3	6	-2
Cc1ccc(-c2cc(C(=O)Nc3ccc4c(c3)OCCO4)c3ccccc3n2)cc1	3	3	20	-5	4.5	14	-12	-16	4
O=C(CCCSc1ccccc1)Nc1nc(-c2ccco2)c(-c2ccco2)s1	13	-1	25	-2	0.2	-1	-15	-4	5
COc1ccc(C(=O)NN/C(C)=C/C(=O)c2ccccc2)cc1	0	0	-3	4	0.5	-2	-4	-10	5
COc1cc(/C=C(/NC(=O)c2ccccc2)C(=O)N2CCN(C)CC2)c([N+](=O)[O-])cc1OC	3	1	2	2	-0.3	1	3	-2	-4
CCc1ccc(C(C(=O)NC2CCCC2)N(Cc2cccnc2)C(=O)c2csnn2)cc1 (stereo not given)	4	1	6	-1	-1.9	7	-2	3	-5
COCCCNC(=S)NCCCNc1nc2cc(C)cc(C)c2cc1C#N	-11	2	0	-7	-0.9	0	-4	-2	1
COc1ccccc1N1CCN(C(=O)C2CCCCN2S(=O)(=O)c2ccc(C)cc2)CC1 (stereo not given)	9	9	-14	3	-2.6	9	-16	-10	1
CCOC(=O)CCc1c(C)c2ccc(OCc3ccc([N+](=O)[O-])cc3)cc2oc1=O	13	2	-7	-1	3.9	1	1	-3	1
FC(F)(F)c1cnc(N2CCCN(C(=S)Nc3ccccc3)CC2)c(Cl)c1	-23	9	7	3	4.8	7	-26	-9	3
CCn1c(CSCc2ccc(C)cc2)n[nH]c1=S	14	1	-11	-8	-1.3	10	-5	-5	.
O=C(Cc1ccccc1)N1CCC(O)(c2cccnc2)CC1	20	1	1	-2	0.5	2	-1	3	-3
C=C1SC(=Nc2ccccc2Cl)N(C(=O)c2sc3ccccc3c2Cl)C1(C)C	23	-1	-3	-6	1.4	-2	-10	-5	1
N#Cc1ccc(CSCC(=O)O)cc1	-8	1	12	3	-3.1	5	-3	1	-3
COc1ccc(S(=O)(=O)N2CCC(C(=O)NCCC(=O)Nc3cccc(Cl)c3)CC2)cc1	-7	10	8	-5	2.3	2	-8	-3	6
O=C(COC(=O)/C=C/c1c(F)cccc1Cl)NCC1CCCO1 (stereo not given)	-22	1	-15	2	2.5	6	-2	-1	.
Clc1ccc(/C=N/Nc2ncnc3ccccc23)cc1Cl	-32	1	-2	2	2.2	5	5	-7	4
COc1ccc(CC(=O)NCCCCc2ccccc2)cc1OC	8	2	-2	3	-0.7	-2	-18	5	1

An excerpt of these results, with values under each structure:
Order of results: CRFR2-BP antag | M4 ag | M4 antag | M5 ag | CRFR2-BP ag | CHRM5 antagonist | M4 PAM | M5 PAM | IDE inh
COCCCNC(=S)NCCCNc1nc2cc(C)cc(C)c2cc1C#N
→ -11 | 2 | 0 | -7 | -0.9 | 0 | -4 | -2 | 1
COc1ccccc1N1CCN(C(=O)C2CCCCN2S(=O)(=O)c2ccc(C)cc2)CC1 (stereo not given)
→ 9 | 9 | -14 | 3 | -2.6 | 9 | -16 | -10 | 1
CCOC(=O)CCc1c(C)c2ccc(OCc3ccc([N+](=O)[O-])cc3)cc2oc1=O
→ 13 | 2 | -7 | -1 | 3.9 | 1 | 1 | -3 | 1
FC(F)(F)c1cnc(N2CCCN(C(=S)Nc3ccccc3)CC2)c(Cl)c1
→ -23 | 9 | 7 | 3 | 4.8 | 7 | -26 | -9 | 3
CCn1c(CSCc2ccc(C)cc2)n[nH]c1=S
→ 14 | 1 | -11 | -8 | -1.3 | 10 | -5 | -5 | .
O=C(Cc1ccccc1)N1CCC(O)(c2cccnc2)CC1
→ 20 | 1 | 1 | -2 | 0.5 | 2 | -1 | 3 | -3
C=C1SC(=Nc2ccccc2Cl)N(C(=O)c2sc3ccccc3c2Cl)C1(C)C
→ 23 | -1 | -3 | -6 | 1.4 | -2 | -10 | -5 | 1
N#Cc1ccc(CSCC(=O)O)cc1
→ -8 | 1 | 12 | 3 | -3.1 | 5 | -3 | 1 | -3
COc1ccc(S(=O)(=O)N2CCC(C(=O)NCCC(=O)Nc3cccc(Cl)c3)CC2)cc1
→ -7 | 10 | 8 | -5 | 2.3 | 2 | -8 | -3 | 6
O=C(COC(=O)/C=C/c1c(F)cccc1Cl)NCC1CCCO1 (stereo not given)
→ -22 | 1 | -15 | 2 | 2.5 | 6 | -2 | -1 | .
Clc1ccc(/C=N/Nc2ncnc3ccccc23)cc1Cl
→ -32 | 1 | -2 | 2 | 2.2 | 5 | 5 | -7 | 4
COc1ccc(CC(=O)NCCCCc2ccccc2)cc1OC
→ 8 | 2 | -2 | 3 | -0.7 | -2 | -18 | 5 | 1

Next section
SMILES	CRFR2-BP antag	M4 ag	M4 antag	M5 ag	CRFR2-BP ag	CHRM5 antagonist	M4 PAM	M5 PAM	IDE inh
Cc1cc(NS(=O)(=O)c2ccc(NC(=O)c3ccco3)cc2)no1	-4	0	-9	2	-0.4	-4	14	5	2
COC(=O)CCNS(=O)(=O)c1ccc2nsnc2c1	-10	1	3	0	1.1	-3	4	4	4
COc1ccc(-c2csc3ncn(-c4ccccc4)c(=O)c23)cc1OC	2	1	3	8	-0.9	8	-4	3	3
COc1ccc(NS(=O)(=O)c2cccc(NC(=O)COc3ccc(OC)cc3)c2)cc1	8	8	-5	8	-2.0	-1	-17	-1	9
C=CCc1cc(Cl)ccc1OCCOCCNCCOC	-12	4	7	-3	-0.1	6	7	5	5
C[N+]1(CC2COC3(CCCCC3)O2)CCCC1 (stereo not given)	-1	0	4	-7	0.1	8	-10	-5	1
O=C1OCC2=C1C(c1ccccc1)CC(=O)N2c1ccc(F)cc1 (stereo not given)	8	0	7	-3	-0.7	13	-2	-3	-1
CCN(CC)C(=O)c1ccc(COc2ccccc2Cl)o1	15	4	0	1	-0.3	9	-2	-3	-15
Cn1cncc1C#Cc1ccc2c(=O)c3ccccc3oc2c1	12	1	-5	-4	-2.7	6	15	4	6
Cc1ccc(NC(=O)N2CCN(c3ccccn3)CC2)cc1	-13	3	5	-3	0.3	2	11	-8	-1
Cc1ccc(-c2nn(C)c(=O)c3ccccc23)cc1S(=O)(=O)NCCO	12	1	4	-3	7.5	-1	23	0	5
CC[n+]1c(/C=C/N(C)c2ccccc2)oc2ccc(Cl)cc21	15	1	-4	-6	1.8	1	-1	-1	-2
CC(OC(=O)/C=C/c1ccccc1)C(=O)Nc1ccc(C(N)=O)cc1 (stereo not given)	-6	2	0	2	-0.1	4	6	-1	-3
Cc1ccccc1OCC1Cn2c(nc3c2c(=O)n(C)c(=O)n3C)O1 (stereo not given)	3	5	0	4	0.3	14	-2	-2	-4
Cc1c(Cl)cccc1NC(=O)CSCc1cc(=O)[nH][nH]1	5	-1	12	-1	1.6	15	-1	-3	7
CC(C)c1ccc2[nH]c(O)c(N=NC(=O)c3ccc(CSc4nncn4C)cc3)c2c1	2	0	-10	-2	-1.8	-13	24	9	4
CCN(CC)CCOC(=O)c1ccc(NC(=O)CCCN2C(=O)/C(=C/c3cccs3)SC2=S)cc1	-25	4	-6	-7	1.1	11	1	-8	.
CC1CCCCN1CCNc1nc(=S)[nH]c2ccccc12 (stereo not given)	4	1	9	-6	-0.1	-5	-10	-7	-1
O=C(c1cc2ccccc2c(=O)o1)N1CCCc2ccccc21	24	0	6	-4	-0.3	4	-2	3	2
COc1cc(OC)cc(C(=O)NCC(=O)NCc2ccccn2)c1	5	0	9	0	-0.8	7	0	8	2
NS(=O)(=O)c1cc(C(=O)OCC(=O)Nc2ccc3c(c2)OCO3)ccc1Cl	-7	1	-7	3	-0.1	10	4	5	-1
